ERG Ets-DNA blk: qHTS for Small Molecule Inhibitors of the ERG Ets/DNA interaction; Potency, µM (titrated, usually from 76.9 µM), inactives show top-dose FP activity, negative = inhibition, usual class: inhibitors; 370,000 compounds, 0.028% hits; Transcriptional regulator ERG (Homo sapiens), P11308; AID 624246, 2012; fluorescence polarization, His-ERG Ets domain / labelled DNA; active means well fitted inhibition curve with a large enough effect in the polarisation, with a control signal flat; inconclusive means small, poorly fitted or top-dose-only effect, or effect the other way, or a change in a side signal; inactive means no such curve, though single readings can be large or run the other way; the % refers to the polarisation;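 further: polarization taken with two DNA probes labelled with fluorescein and Texas red; potency means the concentration at half of the fitted maximal effect; % of control where 0% means no effect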
Target sequence (P11308 whole entry, looked up, the tested form may be a part): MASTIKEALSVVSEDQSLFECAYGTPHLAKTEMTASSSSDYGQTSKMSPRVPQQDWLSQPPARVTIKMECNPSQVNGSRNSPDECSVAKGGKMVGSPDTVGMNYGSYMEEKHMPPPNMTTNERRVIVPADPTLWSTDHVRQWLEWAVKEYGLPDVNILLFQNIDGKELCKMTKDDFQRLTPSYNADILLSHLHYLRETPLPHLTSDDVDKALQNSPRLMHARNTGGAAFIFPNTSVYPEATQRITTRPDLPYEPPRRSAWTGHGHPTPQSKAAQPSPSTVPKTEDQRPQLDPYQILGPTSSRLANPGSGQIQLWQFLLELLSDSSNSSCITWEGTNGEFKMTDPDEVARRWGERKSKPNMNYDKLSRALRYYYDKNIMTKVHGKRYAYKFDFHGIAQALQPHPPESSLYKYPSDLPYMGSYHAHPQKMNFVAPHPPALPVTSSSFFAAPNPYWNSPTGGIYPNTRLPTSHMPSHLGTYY
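His-tagged ERG Ets domain (1 uM in the protein solution; 300mM KCl, 50mM Tris-HCl, 1mM EDTA, 1mM DTT, pH 7.5) received compound, then a probe mix of 5 nM fluorescein-DNA and 100nM Texas-615-DNA. Fluorescence polarization was read for both dyes.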
D2 antagonist: HTS Assay for Allosteric Antagonists of the Human D2 Dopamine Receptor: Primary Screen for Antagonists; inhibition, % at 10 µM; HEK293 TREx D2 cells, calcium flux, dopamine EC80; D(2) dopamine receptor (Homo sapiens), P14416; 340,000 compounds, 2% hits; in the data active means inhibition above about 30%; further: 0% is about no effect
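Read-out: kinetic calcium fluorescence (1 cycle/s) in inducible HEK293 T-REx D2 cells after an EC80 dopamine addition that followed 180 s compound preincubation. Loss of the dopamine response indicates antagonism.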
Vif-A3F inh: qHTS for Inhibitors of Vif-A3F Interactions: qHTS; Potency, µM (series often up to 46.1 µM), for inactives: at the top dose activity, negative = active; 390,000 compounds, 0.2% hits; HeLa A3F-eYFP + Vif (tagged APOBEC3F with the HIV-1 protein that degrades it), YFP fluorescence increase; further: potency means the concentration at half of the fitted maximal effect; % of control where 0% means no effect; nearly all actives have a fitted effect of over 65% in size
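HeLa cells stably expressing Vif plus C-terminally eYFP-tagged A3F were seeded, incubated overnight at 37 deg C, dosed with compound, incubated overnight again at 37 deg C. Yellow fluorescence (Ex 488/Em 500-530) reported blocked Vif-mediated A3F-eYFP degradation.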
Vif-APOBEC3G blk: qHTS for Inhibitors of Vif-A3G Interactions: qHTS; HeLa A3G-eYFP + Vif (tagged APOBEC3G with the HIV-1 protein that degrades it), YFP fluorescence, overnight; Potency, µM (doses to about 46.1 µM), inactives show at the highest dose activity, negative = active, actives largely listed as inhibitors; DNA dC->dU-editing enzyme APOBEC-3G (Homo sapiens), Q9HC16; 410,000 compounds, 0.076% hits;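 further: potency means the concentration at half of the fitted maximal effect; on the % scale 0 is the no-effect control and ±100 the full control effect; nearly all actives have a fitted effect of over 60% in size; hits raise eYFP signal because A3G escapes Vif-driven loss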
Target sequence (Q9HC16 whole entry, looked up): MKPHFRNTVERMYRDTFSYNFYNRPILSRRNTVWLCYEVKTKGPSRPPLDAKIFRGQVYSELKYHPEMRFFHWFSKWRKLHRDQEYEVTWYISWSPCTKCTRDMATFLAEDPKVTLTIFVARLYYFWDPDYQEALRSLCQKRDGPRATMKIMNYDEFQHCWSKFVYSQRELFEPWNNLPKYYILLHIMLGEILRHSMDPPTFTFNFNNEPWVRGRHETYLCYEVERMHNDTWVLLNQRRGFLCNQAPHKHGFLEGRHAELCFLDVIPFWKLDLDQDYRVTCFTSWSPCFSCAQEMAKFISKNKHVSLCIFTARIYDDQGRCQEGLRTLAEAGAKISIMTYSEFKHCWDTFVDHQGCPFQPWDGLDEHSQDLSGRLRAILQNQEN
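Read-out is eYFP fluorescence (Ex 488/Em 500-530) from Vif-expressing HeLa A3G-eYFP cells; more signal means A3G escaped Vif-mediated degradation. Cells plated overnight, compound pinned in, incubated overnight at 37 deg C.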
Glioma ERSR ind: qHTS for Inducers of the Endoplasmic Reticulum Stress Response (ERSR) in Human Glioma: qHTS | U87-MG GRP78 promoter luciferase reporter, 16 h | Potency, µM, for inactives: at the highest dose activation, usual class: activators | 420,000 compounds, 0.02% hits; further: potency means the concentration at half of the fitted maximal effect; series mostly up to about 76 µM; % of control where 0% means no effect; nearly all actives have a fitted effect of over 35% in size
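Stably transfected U87-MG human glioma cells carrying a GRP78-based luminescent sensor were seeded at 1000 cells/well, pin-dosed with compounds and incubated 16 h. Luciferase reagent was then added, and end-point luminescence was read after 10 min at room temperature.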
RGS4 inh: Inhibitors of Regulator of G Protein Signaling (RGS) 4: qHTS; Regulator of G-protein signaling 4 (Homo sapiens), P49798; Transcreener GDP fluorescence polarization, RGS4-accelerated GTP hydrolysis; Potency, µM (titrated, usually from 114 µM), inactives show at the highest dose activity change, negative = inhibition, hits mostly inhibitors; 390,000 compounds, 0.039% hits; AID 504845, 2011; further: potency means the concentration at half of the fitted maximal effect; on the % scale 0 is the no-effect control and ±100 the full control effect; nearly all actives have a fitted effect of over 75% in size; some results filed as inactive show a strong effect at the top dose
Target sequence (P49798 whole entry, looked up): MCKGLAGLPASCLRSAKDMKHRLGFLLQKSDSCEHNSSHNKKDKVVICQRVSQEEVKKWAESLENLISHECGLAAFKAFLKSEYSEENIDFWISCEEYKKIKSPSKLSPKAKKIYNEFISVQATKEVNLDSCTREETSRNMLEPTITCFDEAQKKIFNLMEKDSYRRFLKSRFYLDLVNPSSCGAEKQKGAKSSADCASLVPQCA
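MLSMR compounds (23 nl, pin-transferred) preincubated 10 min at room temperature with a 500nM (2x) first reagent, then RGS4 at 900nM (2x) plus Transcreener GDP mix added; fluorescence polarization (620/688 nm) read before and after 90 min at 30 °C.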
ALOX12 inh: Primary qHTS assay for inhibitors of human arachidonate 12S-lipoxygenase (ALOX12): Round 2; Polyunsaturated fatty acid lipoxygenase ALOX12 (Homo sapiens), P18054; purified 12hLO, xylenol orange hydroperoxide absorbance; Potency, µM (top dose mostly 108 µM), for inactives: at the highest dose activity change, negative = inhibition, actives largely listed as inhibitors; 580,000 compounds, 1.1% hits; AID 1671190, 2021; further: potency means the concentration at half of the fitted maximal effect; on the % scale 0 is the no-effect control and ±100 the full control effect
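Hydroperoxide product was detected by ferrous iron/xylenol orange as the 573 to 405 nm absorbance ratio. Arachidonic acid at 40 uM (final) was turned over for 30 min at room temperature by 150 nM human 12hLO, pH 7.0 Hepes buffer, after 15 min compound preincubation.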
LDHA block: qHTS assay for inhibitors of human lactate dehydrogenase; purified LDHA, NADH/diaphorase-resazurin fluorescence; hits give low values; activity change, % (values are at about 110 or 230 µM); AID 1347041, 2019; 480,000 compounds, 0.15% hits; L-lactate dehydrogenase A chain (Homo sapiens), P00338; in the data active means activity change below about -30%; inconclusive means mostly about -25% to -30%;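 further: plate controls were DMSO wells for no effect and wells without enzyme for full effect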
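Resorufin fluorescence (ex540/em590), read at 0 and 20 min after diaphorase/resazurin addition, reports the NADH left after a 5 min room-temperature reaction of 2 nM human LDH5 with 0.06 mM NADH and 0.2 mM pyruvate.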
D2 ag: HTS Assay for Allosteric Agonists of the Human D2 Dopamine Receptor: Primary Screen for Agonists | activation, % at 2 µM | HEK293 T-REx D2 cells, calcium flux agonist mode | 340,000 compounds, 0.53% hits | D(2) dopamine receptor (Homo sapiens), P14416;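 active means activation over 3 SD above normal in the single-dose calcium agonist read, cut at about 30% in these data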; further: 0% is about no effect
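Agonism scored from kinetic calcium signal (1 read/sec, 180 s) following compound pin transfer, after a 10 s baseline. Cells: HEK293 Trex line expressing inducible D2 receptor coupled to calcium, dye-loaded after overnight culture at 30 C.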
* hit, by the source's call; ? = inconclusive; · = not tested or not shown; & = joins results of further samples; [ ] = remark or other dose. Unless noted, the call rests on the fitted dose curve; in most records, active means well fitted curve in the direction sought with a large enough effect; inconclusive means small, poorly fitted or top-dose-only effect, or another doubt; inactive means no such curve, though single readings can be large; an effect the other way counts as inactive or inconclusive.

SMILES | ERG Ets-DNA blk | D2 antagonist | Vif-A3F inh | Vif-APOBEC3G blk | Glioma ERSR ind | RGS4 inh | ALOX12 inh | LDHA block | D2 ag
CCOC(=O)C1=C(N)Oc2cc(O)ccc2C1c1ccc(F)cc1F (centres undefined) | -17.5% | · | ? | 1.2% | -5.9% | -23.8% | ? | -0.8&0.3 | ·
CN1CCC(N(C)CC(=O)Nc2ccc3c(c2)OC(F)(F)O3)CC1 | -3.9% | 19.8 | -15.8% | -0.2% | -5.6% | 2.5% | ? | -33.9* | 0.7
COc1ccc(-c2cn3c(n2)sc2cc(C(=O)NCCC4=CCCCC4)ccc23)cc1 | 3.9% | · | -1.0% | -0.9% | -0.1% | -3.5% | -31.9% | 0.1 | -0.1
Cc1cccc(OCc2nnc(SC(C)C(=O)Nc3ccc(N4CCOCC4)cc3)o2)c1 (centres undefined) | 4.3% | · | ? | -4.4% | -2.6% | 5.8% | ? | 1.4 | ·
C#CCOCCOCCOCCNc1nc(N2CCOCC2)nc(N2CCN(C(=O)[C@H]([C@@H](C)CC)n3cc([C@@H](N)CC(C)C)nn3)CC2)n1 | -7.5% | 4.0 | 2.0% | 1.9% | -8.6% | 12.3% | ? | -9.3 | -0.2
CCCCCCCOc1ccc(C2(C)NC(=O)NC2=O)cc1 (centres undefined) | 0.2% | 8.0 | -7.9% | -3.4% | -2.0% | 6.5% | ? | -6.8 | 0.1
N/C(=N\NC(=O)c1cccc(F)c1)c1cc2ccccc2oc1=O | -12.0% | -11.6 | 4.9% | 2.3% | 3.5% | 7.7% | 77.0%[activator] | 1.0 | 13.2
O=C(N/N=C/c1ccc(COc2ccc(Br)cc2)o1)c1ccc2c(c1)OCO2 | 15.2% | · | 0.5% | -12.8% | -1.8% | -8.9% | -0.1% | -0.3 | ·
O=S(=O)(NCc1ccc2c(c1)OCO2)c1ccc2oc3ccccc3c2c1 | 6.9% | · | -11.3% | 3.2% | -0.5% | -0.8% | -6.7% | 1.6 | ·
COC(=O)c1c(NC(=O)CSc2ncnc3ccccc23)sc(C)c1C | 3.7% | · | -12.3% | -4.9% | -3.0% | -13.3% | 4.4% | -6.2 | ·

Full records, looked up by structure. Values in the order: ERG Ets-DNA blk | D2 antagonist | Vif-A3F inh | Vif-APOBEC3G blk | Glioma ERSR ind | RGS4 inh | ALOX12 inh | LDHA block | D2 ag
CCOC(=O)C1=C(N)Oc2cc(O)ccc2C1c1ccc(F)cc1F (centres undefined) in the list: -17.5% | · | ? | 1.2% | -5.9% | -23.8% | ? | -0.8&0.3 | ·
N/C(=N\NC(=O)c1cccc(F)c1)c1cc2ccccc2oc1=O in the list: -12.0% | -11.6 | 4.9% | 2.3% | 3.5% | 7.7% | 77.0%[activator] | 1.0 | 13.2

Remaining list, next part
SMILES | ERG Ets-DNA blk | D2 antagonist | Vif-A3F inh | Vif-APOBEC3G blk | Glioma ERSR ind | RGS4 inh | ALOX12 inh | LDHA block | D2 ag
O=C(Sc1nnc(-c2ccccc2)o1)N1c2ccccc2Sc2ccccc21 | -2.0% | -16.4 | 4.2% | -4.4% | -1.1% | -25.3% | 10µM* | -3.8 | -0.8
CCOc1ccc(CN(C)C(=O)CNC(=O)C2CCCCC2)cc1OC | 6.5% | 4.2 | 9.7% | 1.9% | 0.8% | 1.1% | -15.5% | -2.0 | -0.3
COc1ccc(NC(=O)C2CCCN(c3ncccn3)C2)cc1 (centres undefined) | -14.5% | 7.2 | -5.1% | 1.9% | 2.9% | 3.9% | 17.2% | -8.3 | 5.2
CCOC(=O)c1cnc2c(C(=O)OC)cccc2c1NCc1ccco1 | -2.5% | 1.5 | 0.8% | -0.5% | -0.5% | 0.6% | 0.0% | -1.0 | 2.1
C/C(=N\Nc1ccccc1)c1c(O)cc(C)oc1=O | -9.5% | 6.3 | -5.2% | -4.8% | 1.8% | -28.7% | ? | 9.8 | 2.5
CS(=O)(=O)N(CC(=O)N/N=C/c1cc([N+](=O)[O-])ccc1Cl)c1ccccc1 | 13.4% | -19.0 | -2.6% | 0.0% | -4.5% | 1.1% | 0.0% | 0.9 | 0.3
CN(C)CCN(C(=O)CCS(=O)(=O)c1ccccc1)c1nc2cc3c(cc2s1)OCO3 | 2.8% | -5.9 | -18.5% | -10.1% | -2.4% | -26.6% | ? | -7.0 | -1.2
Cc1cc(O)c(CN(C)C)c2c1C(=O)/C(=C/c1ccco1)O2 | -12.2% | -9.2 | 0.9% | 0.9% | -4.3% | -39.4% | ? | 3.4 | 6.8
CCOC(=O)N1CCN(Cc2nc3cc(NC(=O)CC(C)C)ccc3n2C)CC1 | 13.6% | 29.7 | -1.2% | -0.3% | -2.9% | 3.7% | -12.3% | -3.6 | -0.2
O=C(CSc1nnc(CN2CCCC2)n1-c1ccccc1)c1ccc2c(c1)OCO2 | -4.8% | · | 2.4% | 1.4% | 0.1% | -13.3% | ? | -1.8 | ·
Cc1cc(C)n(CCCNC(=O)C2CCC(=O)N(CCc3ccc(Cl)cc3)C2)n1 (centres undefined) | 5.2% | -0.8 | -28.7% | 0.6% | -0.5% | 15.6% | 0.0% | -2.6 | -0.4
CC1C(=O)N2CCCc3cc(S(=O)(=O)Nc4ccccc4C(N)=O)cc1c32 (centres undefined) | 26.8% | -2.1 | -25.5% | 1.0% | -1.6% | 13.6% | -4.2% | -1.7 | 0.2
Cn1c(=O)c2c(ncn2CC(=O)OCC(=O)Nc2sccc2C(N)=O)n(C)c1=O | 9.2% | 2.1 | -1.9% | -0.5% | -6.9% | 1.5% | -4.5% | -3.5 | 0.5
Cc1c(Cc2ccccc2)c(=O)oc2cc(O)cc(O)c12 | 4.5% | -9.4 | 0.7% | 0.5% | -3.6% | 5.1% | ? | 32.1 | -1.5
CCN1C(=N)N(c2ccccc2)C(=O)C(CC)(CC)C1=O | 9.6% | · | -0.1% | 3.4% | -1.4% | -4.0% | -17.2% | -3.2 | ·
O=C(CN1C(=O)COc2ccccc21)NCC1CCCO1 (centres undefined) | 0.3% | · | 11.8% | -1.2% | -0.2% | -8.5% | -16.5% | -8.7 | ·
CC(=O)c1cccc(NC(=O)C(C)OC(=O)CNC(=O)c2ccc(C)s2)c1 (centres undefined) | 11.0% | 2.2 | 0.9% | 1.9% | -2.6% | -0.7% | -9.9% | -3.8 | -0.5
CCOC(=O)c1ccccc1NC(=O)c1sc2ncn(CC)c(=O)c2c1C | -5.2% | · | 1.5% | 0.2% | -2.8% | -10.4% | -16.3% | -3.0 | 0.4
COc1cccc(/C=N/NC(=O)c2ccc(=O)n(C)c2)c1OC | 6.5% | -1.9 | -6.4% | -0.1% | -1.5% | -5.2% | 6.5% | 1.1 | 0.1
CCC1CN(C(=O)N2CCC(C(=O)N3CCN(c4ccc(F)cc4)CC3)CC2)c2ccccc2O1 (centres undefined) | 6.3% | · | 0.8% | 1.5% | -2.9% | -19.3% | -3.3% | 5.7 | 0.3
O=C(Nc1c(Br)cc2c(c1Br)Cc1ccccc1-2)C(F)(F)F | -9.9% | · | 8.2% | -12.7% | 0.1% | 10.4% | · | 3.3 | ·
Cc1cc2nc(-c3ccc[nH]c3=O)[nH]c2cc1C | -0.1% | 16.5 | -11.2% | -4.2% | -1.8% | 10.7% | 2.5% | -11.3 | 0.3
CCOc1ccc(C(C)NC(=O)CN2C(=O)NC3(CCCCC3)C2=O)cc1OCC (centres undefined) | 3.2% | -2.3 | -7.6% | -0.2% | 0.5% | -4.6% | 2.4% | 0.5 | 0.4
O=C(C1CC(=O)N(C2CCCC2)C1)N1CCN(c2ccccc2F)CC1 (centres undefined) | -24.3% | 28.1 | -0.6% | 1.3% | -1.0% | 9.6% | 15.4% | -3.0 | -0.9
Cc1ccc(S(=O)(=O)N2CCN(C(=O)COC(=O)CCOc3ccccc3)CC2)c(C)c1 | 16.1% | 6.9 | -21.2% | -6.8% | -1.0% | -12.9% | 172.6%[activator] | -13.6 | 0.6
COc1ccc(S(=O)CC(=O)Nc2ccccc2Cl)cc1 (centres undefined) | 3.0% | 21.6 | 12.4% | -2.8% | 4.0% | -52.4% | 1.7% | -4.5 | 0.4
Cc1sc(NC(=O)Cc2ccc3c(c2)OCO3)nc1-c1ccc2c(c1)CCN2C(=O)c1ccccc1F | -3.3% | 11.2 | 0.4% | 0.5% | -0.8% | 28.8% | -20.4% | -6.2 | 15.5
COc1ccccc1CN1CCC(n2nccc2NC(=O)CCOc2ccccc2)CC1 | -7.1% | 19.7 | 7.2% | 0.7% | -2.8% | 2.6% | 11.6% | -8.2 | 0.2
CN(C)[C@H]1N(C(=O)c2ccc(Br)cc2)N=C2c3ccccc3S(=O)(=O)N21 | -9.9% | -7.6 | 11.3% | -0.4% | ? | 11.1% | -7.7% | -3.5 | -0.4

These rows are one share of the data; the hit share may differ from the screen's.
